Source: PubChem BioAssay (Sanford-Burnham Center for Chemical Genomics)
UBC13 inh: blocks human UBC13 polyubiquitin chain formation; P61088; TR-FRET; inhibition, % at 20 µM; hit rate 0.47% among 330,000; AID 485273; in the data active = inhibition above about 45%, passing the limit was not always enough
Target sequence (P61088 whole entry, looked up): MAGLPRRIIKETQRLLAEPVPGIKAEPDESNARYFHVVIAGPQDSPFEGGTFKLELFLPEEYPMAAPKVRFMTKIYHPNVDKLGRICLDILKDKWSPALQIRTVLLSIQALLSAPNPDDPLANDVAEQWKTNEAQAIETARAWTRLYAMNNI
SENP8 inh: SENP8 protease inhibition. purified SENP8, Z-RLRGG-aminoluciferin cleavage, luminescence. AID 2540. inhibition, % at 10 µM. hit rate 1.2% among 330,000. Q96LD8
Target sequence (Q96LD8 whole entry, looked up): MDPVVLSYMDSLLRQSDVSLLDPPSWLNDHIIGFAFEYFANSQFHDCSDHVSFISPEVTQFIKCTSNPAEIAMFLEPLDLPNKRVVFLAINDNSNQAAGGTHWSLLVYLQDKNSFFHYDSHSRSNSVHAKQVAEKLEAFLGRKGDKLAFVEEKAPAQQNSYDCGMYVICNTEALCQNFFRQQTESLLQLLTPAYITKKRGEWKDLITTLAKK
Gli-Sufu antag: antagonists of Gli-Sufu signaling | hit rate 0.74% among 340,000 | AID 588413 | inhibition, % at 5 µM | Sufu-KO-LIGHT fibroblasts, Gli luciferase reporter luminescence;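 active = inhibition above about 55%, limit read from the data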;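 also: 0% = DMSO-treated cells and 100% = wells with medium but no cells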
Jurkat NFkB inh: inhibitors of the PMA/ionomycin-induced NF-kB reporter in Jurkat cells; PMA/ionomycin-induced NF-kB luciferase reporter, luminescence; inhibition, % at 4 µM; hit rate 0.53% among 330,000
Apaf-1 inh: blocks human Apaf-1 apoptosome activity; reconstituted apoptosome caspase-3 activity, DEVD-Rh110 fluorescence; inhibition, % at 20 µM; AID 489030; hit rate 0.71% among 330,000; active = inhibition of at least 40% at 20 µM;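 also: plate controls were DMSO wells for no effect and DEVD-CHO caspase inhibitor wells for full effect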
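Material: cell-free apoptosome with Apaf-1, procaspase-3 and caspase-9; Buffer or medium: Hepes pH 7.5 with detergent and BSA; Reagent: cytochrome c trigger plus (Z-DEVD)2-Rh110 caspase-3 substrate; Times: compound with Apaf-1, dATP, procaspase-3 30 min, then 50 min reaction, room temperature; Technique: Rh110 fluorescence intensity.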
HKDC1 inhibitor: HKDC1 (human) hexokinase inhibition. hit rate 0.16% among 340,000. inhibition, % at 20 µM. Q2TB90. recombinant HKDC1, G6PDH/diaphorase resazurin coupled fluorescence;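 active = inhibition above about 35% when tested at 20 µM, limit read from the data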;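 also: plate controls were DMSO wells with enzyme for no effect and DMSO wells lacking enzyme for full effect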
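Test system: HK5 enzyme. Quantity: 5 µg/mL HK5 final. Reagent: glucose and ATP substrates. Schedule: 90 min reaction incubation at room temperature, dark. Technique: resazurin-to-resorufin fluorescence via G6PDH and diaphorase coupling, 525/613 nm. Control set: DMSO wells with and without enzyme mix.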
SENP7 inh: SENP7 protease inhibition; Q9BQF6; recombinant SENP7, Z-RLRGG-aminoluciferin luminescence, 40 min; inhibition, % at 5 µM; hit rate 1.5% among 330,000; AID 434973;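 active = inhibition above about 50% at the single test dose, limit read from the data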;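 also: plate controls were DMSO with enzyme for no effect and no enzyme buffer wells for full effect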
Target sequence (Q9BQF6 706-1050 limits assumed): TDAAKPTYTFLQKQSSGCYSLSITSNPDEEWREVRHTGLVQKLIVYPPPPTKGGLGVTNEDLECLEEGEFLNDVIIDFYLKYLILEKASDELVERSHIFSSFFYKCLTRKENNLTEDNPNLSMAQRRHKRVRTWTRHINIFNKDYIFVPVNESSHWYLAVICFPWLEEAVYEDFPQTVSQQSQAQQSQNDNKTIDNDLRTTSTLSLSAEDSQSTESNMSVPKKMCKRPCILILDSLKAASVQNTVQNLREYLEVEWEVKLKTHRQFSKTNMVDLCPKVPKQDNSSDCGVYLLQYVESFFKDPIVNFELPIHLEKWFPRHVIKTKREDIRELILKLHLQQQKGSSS
697 NFkB inh: lowers PMA/ionomycin-induced NF-kB signal in 697 B cells; 697 B-cell NF-kB luciferase reporter, 16 h; inhibition, % at 4 µM; hit rate 0.33% among 330,000; in the data active = inhibition above about 35%
Starred values were filed as active, the others as inactive. Rule as the data show it, unless noted: active = inhibition above about 50%; inactive = the rest.

cpd	Compound	UBC13 inh	SENP8 inh	Gli-Sufu antag	Jurkat NFkB inh	Apaf-1 inh	HKDC1 inhibitor	SENP7 inh	697 NFkB inh
1	O=C(Cn1sc2ccccc2c1=O)NC12CC3CC(CC(C3)C1)C2	-16.0	-5.0	1.3	-7.0	0.5	0.1	5.8	-27.2
2	COc1ccc(NC(=O)COC(=O)c2c3c(nc4ccccc24)CCCC3)cc1Cl	-11.0	2.7	15.1	15.7	22.4	1.8	2.4	-47.8
3	O=C(c1ccc(F)cc1)N1CCN(c2ccc([N+](=O)[O-])c(N3CCOCC3)c2)CC1	-31.1	-10.2	7.0	15.0	3.2	-5.0	-8.3	-1.4
4	Cc1ccc(NC(=O)CSc2ncn[nH]2)cc1	0.5	-0.8	-15.1	0.5	-0.4	-1.2	-0.3	-19.3
5	CC(=O)C1=C(O)C(=O)N(c2cc(C(C)(C)C)on2)C1c1ccc(C(C)C)cc1 (centres undefined)	-37.9	-7.3	-0.6	-21.0	13.0	7.7	-5.7	-19.2
6	Cc1nc2c(C(F)(F)F)cccc2c2c1CCS2	29.0	2.9	-2.4	0.3	-1.6	1.6	-5.7	0.3
7	CCCN(CC1COc2ccccc2O1)C(=S)Nc1ccc(C)cc1 (centres undefined)	2.2	-13.2	13.1	-7.9	16.6	-3.7	-6.2	-34.0
8	CCOCC(=O)Nc1ccc(-c2cn3cccnc3n2)cc1	20.7	0.3	-5.7	-0.4	-11.9	6.3	-0.2	-2.7
9	CCN(CC(=O)Nc1cc(Cl)ccc1C)C(=O)CCS(=O)(=O)c1ccc(Cl)cc1	-14.3	3.0	0.1	27.8	-8.3	-2.8	-5.9	27.5
10	Cc1ccc(S(=O)(=O)N/N=C/c2ccc(OCC(=O)Nc3ccccc3Cl)cc2)cc1	-2.1	-6.5	-0.7	11.2	12.7	-6.3	0.5	21.4
11	Cc1nc2sc(C(c3ccco3)N3CCN(c4ccccc4)CC3)c(O)n2n1 (centres undefined)	-2.5	-6.0	7.1	-2.6	0.4	5.6	5.0	1.9
12	O=C(/C=C/c1ccc2c(c1)OCO2)Nc1nc2ccc(F)cc2s1	-0.4	0.1	-49.1	-46.9	-18.2	-10.8	-3.2	-56.8
13	CC(=O)Oc1ccc(/C=C/c2nc3ccccc3c(=O)o2)cc1	-0.9	94.6*	29.6	19.4	9.9	0.6	98.6*	-31.8
14	CC(C)n1ncc2c(C(=O)NCCc3ccc(S(N)(=O)=O)cc3)cc(C3CC3)nc21	4.1	-3.2	-20.1	9.0	12.9	-0.5	-11.2	5.7
15	CCN(CC)C(=O)CSc1nc(C)cc(C)c1C#N	14.4	-1.1	-1.1	-1.5	3.0	-10.9	-2.1	14.7
16	COc1cccc(NC(=O)C2CC(=O)N/C(=N/NC(=O)c3ccc(C)cc3)S2)c1 (centres undefined)	1.1	-9.0	5.7	13.7	-6.3	-2.3	1.6	-3.2
17	Nc1sc(-c2ccccc2)c(Cc2ccccc2)c1C(=O)O	-18.5	-8.2	-0.4	-7.8	4.5	-4.5	0.5	11.3
18	COc1ccc(S(=O)(=O)N2CCCC(C(=O)NCc3ccncc3)C2)cc1 (centres undefined)	1.5	1.6	-12.0	14.8	4.4	-6.6	-0.2	2.2
19	CC1CN(/C(=N\S(=O)(=O)c2ccccc2)c2ccccc2)CC(C)O1 (centres undefined)	-1.0	-2.4	-4.0	-7.4	-8.1	-6.4	10.2	-3.6
20	Cn1nc(-c2ccc(N3CCN(CCO)CC3)c([N+](=O)[O-])c2)c2ccccc2c1=O	-10.9	1.5	-6.7	-5.8	-5.7	-4.0	4.6	6.3

The final 4 entries of the section above come first, to join the parts.
cpd	Compound	UBC13 inh	SENP8 inh	Gli-Sufu antag	Jurkat NFkB inh	Apaf-1 inh	HKDC1 inhibitor	SENP7 inh	697 NFkB inh
17	Nc1sc(-c2ccccc2)c(Cc2ccccc2)c1C(=O)O	-18.5	-8.2	-0.4	-7.8	4.5	-4.5	0.5	11.3
18	COc1ccc(S(=O)(=O)N2CCCC(C(=O)NCc3ccncc3)C2)cc1 (centres undefined)	1.5	1.6	-12.0	14.8	4.4	-6.6	-0.2	2.2
19	CC1CN(/C(=N\S(=O)(=O)c2ccccc2)c2ccccc2)CC(C)O1 (centres undefined)	-1.0	-2.4	-4.0	-7.4	-8.1	-6.4	10.2	-3.6
20	Cn1nc(-c2ccc(N3CCN(CCO)CC3)c([N+](=O)[O-])c2)c2ccccc2c1=O	-10.9	1.5	-6.7	-5.8	-5.7	-4.0	4.6	6.3
21	O=C(NCCN1C(=O)S/C(=C/c2cccnc2)C1=O)C1CC(=O)N(Cc2ccccc2)C1 (centres undefined)	-17.9	0.7	-0.7	-1.8	8.6	-9.5	-8.9	-0.4
22	Cc1cc(C)n2nc(C(=O)OCC(=O)N(C)CC(=O)Nc3ccccc3Cl)nc2n1	3.5	-7.0	-5.4	7.3	3.5	-6.2	-5.1	10.0
23	CCN(CC)C(=O)n1c(Cc2ccccc2)nc2ccccc21	-10.4	6.4	-15.0	6.7	-1.9	-1.5	1.3	-6.6
24	Cc1ccc(CCNC(=O)C2CCCN(c3nc4ccccc4o3)C2)cc1 (centres undefined)	0.0	6.5	-4.8	-0.9	-11.8	-5.7	-0.1	4.6
25	CCOC(=O)c1cc2n(n1)C(C(F)(F)C(F)(F)F)CC(C)N2 (centres undefined)	1.0	8.6	-10.9	2.3	3.3	-1.4	2.8	4.6
26	CC(=O)c1ccc(NC(=S)Nc2cccc(S(=O)(=O)Nc3c(C)n(C)n(-c4ccccc4)c3=O)c2)cc1	-5.9	-1.2	0.2	-2.9	-17.9	0.6	2.1	-14.0
27	O=C(NC(Cc1c[nH]c2ccccc12)c1nnc2n1CCCCC2)c1cccs1 (centres undefined)	1.5	-5.5	4.1	7.7	0.1	-6.1	6.3	11.8
28	CCOc1ccc(S(=O)(=O)N2CCOCC2)cc1NC(=O)CN1C(=O)NC(C)(c2ccccc2)C1=O (centres undefined)	-3.6	1.0	-6.1	-0.7	7.6	-1.1	-3.2	-3.8
29	COc1ccc(N(Cc2cc3ccc(C)cc3[nH]c2=O)C(=O)C2CCCO2)cc1 (centres undefined)	-4.3	1.7	3.6	-11.9	-2.5	-3.0	-4.4	11.6
30	COc1ccccc1Nc1nc(=O)[nH]nc1C	-8.8	-9.4	1.1	7.9	-6.6	-9.2	-8.5	1.7
31	COC(=O)c1ccc(NC(=O)c2ccco2)cc1	-11.6	-20.3	-88.6	-73.0	-2.7	-6.9	-5.4	-107.2
32	CCN(CC)S(=O)(=O)c1ccc(C)c(NC(=O)CNc2cccc(S(=O)(=O)N3CCOCC3)c2)c1	-3.0	-0.2	8.7	16.2	12.7	-0.4	-1.1	3.9
33	O=C(O)CNC(=O)c1ccc(NC(=O)/C(=C/c2ccccc2)NC(=O)c2ccccc2)cc1	-5.1	-13.0	24.3	-10.0	6.8	-1.5	-2.1	-0.5
34	CC(=O)c1cc2c(cc1N/C(=N/S(=O)(=O)c1ccc(Br)cc1)c1ccccc1)OCO2	12.2	-8.4	4.6	7.0	3.0	0.2	3.5	-11.5
35	O=[N+]([O-])c1ccc(CN2CCN(c3ccccc3)CC2)o1	-8.8	2.4	5.2	3.3	-6.1	-8.2	0.9	7.3
36	CCOC(=O)[C@H]1[C@H]2COc3cc(OC)ccc3[C@@H]2N2C(=O)c3cc(OC)ccc3NC(=O)[C@@]12C	7.6	-4.2	-20.6	-10.9	4.9	-4.0	1.5	14.1
37	O=C(NCCO)C1CCN(S(=O)(=O)c2ccc(F)cc2)CC1	2.4	6.5	-6.1	-12.4	-0.7	-1.0	0.6	-3.4
38	CC1(CCC(=O)N2CCCC(N3CCN(c4ccc(F)cc4)CC3)C2)CC1 (centres undefined)	-1.6	6.2	-13.8	-8.0	12.4	1.7	2.7	-6.0
39	Cc1cc([N+](=O)[O-])nn1Cc1noc(C(=O)NCCCn2ccnc2)n1	-0.1	-1.0	-22.2	-8.9	4.0	-1.9	4.7	8.7
40	CC1Cc2ccccc2N1C(=S)Nc1cccc(S(=O)(=O)N(C)C)c1 (centres undefined)	-13.4	-3.3	29.3	2.5	4.0	-0.8	-12.8	-7.8
41	Cc1ccccc1C1NS(=O)(=O)N=C1N (centres undefined)	-3.5	-0.2	13.6	3.8	-4.0	11.3	-1.2	5.4
42	CCN(c1cccc(C)c1)C(C(=O)Nc1ccc(OC)cc1)c1cc2c(cc1[N+](=O)[O-])OCO2 (centres undefined)	-18.6	-6.4	2.0	-14.9	8.7	3.3	-4.9	-28.4
43	CC(=O)N1CCN(CC(=O)Nc2ccc(C)c(S(=O)(=O)N(C)C)c2)CC1	-9.5	4.8	16.7	-5.7	-1.4	3.3	10.4	17.0
44	CCNC(=S)Nc1cc(-c2ccc(Cl)cc2)[nH]n1	-2.4	-1.0	-28.7	-8.5	2.9	0.1	3.4	-7.7
45	COc1ccccc1C(=O)Nc1ccc(Oc2ncnc3sc(-c4ccccc4)cc23)cc1	14.9	-4.7	23.3	9.5	4.4	-4.7	3.3	-3.2
46	Cc1cccc2sc(NC(=O)[C@@H]3CCCN3C(=O)c3cccs3)nc12	-12.1	-4.5	26.3	-8.9	13.7	-4.3	-11.5	-10.0
47	O=C1c2[nH]nc(-c3ccccc3O)c2C(c2ccccc2F)N1Cc1ccco1 (centres undefined)	4.0	-15.2	0.4	1.9	30.9	5.5	4.9	-16.9
48	CCNc1nc(NC(C)(C)C)nc(SC(C(C)=O)C(C)=O)n1	-7.7	-6.9	9.3	47.3	9.2	-1.1	-4.9	-35.0
49	CC(C)NC(=O)C1CCN(C2CCN(C(=O)/C=C/c3cccs3)CC2)CC1	-18.7	-2.3	13.7	-5.6	8.7	-2.3	-6.2	0.6
50	Cc1ccc(NC(=O)CN(C)S(=O)(=O)c2cccc3cccnc23)cc1F	0.8	-10.8	25.1	-16.2	9.9	-0.7	-9.1	-9.5
51	COc1ccc(C(=O)NC2CC(C)(C)Cc3c2cnn3-c2ccccc2C)c(OC)c1OC (centres undefined)	-5.2	-1.9	14.6	18.7	16.9	-4.9	15.3	-52.7
52	Cc1cccc(CC(=O)Nc2cccnc2)c1	0.6	-10.8	-6.8	1.4	-11.8	-5.0	11.8	-5.8
53	Cc1ccc(C(C(=O)NC(C)(C)C)N(C(=O)CCC(=O)Nc2ccccn2)c2ccccc2F)cc1 (centres undefined)	0.1	-7.8	-16.1	4.9	19.4	-4.6	-3.7	10.5
54	CCCC(c1nnnn1CS(=O)(=O)c1ccc(C)cc1)N1CCN(c2ccc(F)cc2)CC1 (centres undefined)	4.0	0.7	6.8	-10.0	11.6	1.4	5.1	5.5
55	CN(C(=O)c1ccc(S(=O)(=O)N2CCCC2)cc1)C1CCS(=O)(=O)C1 (centres undefined)	-0.9	1.8	-2.4	3.2	4.2	2.4	8.7	19.4
56	S=c1[nH]nc(-c2cccs2)n1/N=C/c1cccs1	-7.8	-6.2	-0.1	6.4	9.8	-3.2	-1.6	0.2
57	CCOC(=O)N1CCN(S(=O)(=O)c2ccc(C(=O)N(CCN(CC)CC)c3nc4c(C)cccc4s3)cc2)CC1	8.1	-3.5	19.4	-11.6	19.9	-2.5	1.8	3.0
58	CC(=O)c1cccc(NC(=O)CCCN(C)S(=O)(=O)c2ccc(F)cc2)c1	6.1	-4.0	-16.2	-18.9	3.2	-1.8	3.9	-9.7
59	COc1ccccc1NC(=O)Nc1nnc(CC(=O)Nc2ccccc2C)s1	25.8	1.4	5.0	17.6	3.7	5.9	-5.9	20.7

Printed as active in SENP7 inh, of those listed so far:
cpd	smiles	UBC13 inh	Jurkat NFkB inh	HKDC1 inhibitor	SENP7 inh	697 NFkB inh
13	CC(=O)Oc1ccc(/C=C/c2nc3ccccc3c(=O)o2)cc1	-0.9	19.4	0.6	98.6*	-31.8
